ARNT TACC3 PPI: disrupts binding between human ARNT and TACC3 | inhibition, % at 9.99 µM | 390,000 tested, 0.66% active | AlphaScreen His-ARNT PAS-B/GST-TACC3 binding, luminescence; TACC3 fragment carries E629A point mutation | Q9Y6A5;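 active = mean inhibition of replicates at least 50% and at least half of replicates each reaching 50%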;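 note: 0% = complete ARNT plus TACC3 wells and 100% = ARNT alone without TACC3; many hits fall short of the cut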
Numbers without * were called inactive. Some of the compounds tested; rates above refer to the full screens.

SMILES,ARNT TACC3 PPI
CCc1nc2ccccc2c(C(=O)OCC(=O)NCc2ccco2)c1C,-4.7
CCc1ccc2[nH]c(=O)c(CN(CCN3CCCC3)C(=O)NC3CCCCC3)cc2c1,2.8
CC1CCCN(C(=O)CSCC(=O)N=c2sc3ccccc3n2C)C1 (stereo not drawn),3.3
COc1ccccc1N(C(=O)c1ccco1)C(C(=O)NC1CCCC1)c1cccnc1 (stereo not drawn),-7.1
COc1ccc(NC(=O)c2cc(-c3ccc(C)o3)nc3ccccc23)cc1OC,8.2
COc1ccccc1N(CC(=O)NCc1ccccc1)S(C)(=O)=O,-2.8
Cc1noc(C)c1C(=O)OCC(=O)NC(c1ccccc1)c1ccccc1,-2.7
CCN(CC)C(=O)C1CCCN(C(=O)Nc2ccc3nsnc3c2)C1 (stereo not drawn),9.5
CN(C)S(=O)(=O)c1ccc(C(=O)Nc2nnc(Cc3ccccc3)s2)cc1,-1.6
CC(OC(=O)C(NC(=O)c1ccco1)C(C)C)C(=O)Nc1ncc(Cl)cc1Cl (stereo not drawn),-8.0
O=C(CN1CCOc2ccccc21)NCc1cccs1,25.1
Cc1ccc(CNC(=O)CC2C(=O)Nc3c2c(=O)n(C)c(=O)n3Cc2ccccc2)cc1 (stereo not drawn),-3.6
COCc1nnc(NC(=O)CS(=O)(=O)Cc2ccccc2)s1,-2.6
Cc1ccc(-n2ncc3c(NCc4ccccn4)ncnc32)c(C)c1,15.1
COc1cc(NCCCC(C)N)c2ncccc2c1 (stereo not drawn),67.0*
CCOC(=O)N1CCN(C(=O)CCCOc2ccccc2)CC1,-3.5
COc1ccc(OC)c(-c2[nH]nc3c2C(c2ccco2)C(C#N)=C(N)O3)c1 (stereo not drawn),-17.2
COc1ccc(NC(=O)c2cc3n(n2)C(C(F)(F)F)CC(c2ccc4c(c2)OCO4)N3)cc1OC (stereo not drawn),2.8
CC(=O)Nc1cccc(-c2cnc(N)c(C(=O)c3cccnc3)n2)c1,1.6
CCN1CCN(C(=S)NCCc2ccccc2)CC1,-4.9
O=C(c1cccc(F)c1)N1CCN(C(=O)c2cc(-c3ccc(Cl)cc3Cl)on2)CC1,-28.4
COc1cc(NC(=O)c2cc3nc(C)cc(C)n3n2)c(OC)cc1Cl,-3.7
CCOc1cc(/C=N/n2cnnc2)ccc1OC(=O)c1cccc([N+](=O)[O-])c1,-4.3
Cc1cc(C(=O)Nc2cccc(O)c2)co1,5.1
Cc1occc1-c1nnc(SCC(=O)N2CCCc3ccccc32)n1Cc1ccco1,-2.8
CCOC(=O)c1ccccc1NC(=O)c1cccs1,-7.1
S=c1[nH]ncn1-c1ccccn1,6.7
C=CCn1c(=O)c2ccccc2n2c(SCC(=O)N3CCCc4ccccc43)nnc12,-3.3
COC(=O)c1cc2c(C)nn(-c3ccccc3)c2s1,-13.1
O=C(Nc1ccc(F)cc1)c1ccc(-n2ccnc2)nc1,0.8
O=P(O)(CCc1ccccc1)C(O)c1ccccc1 (stereo not drawn),0.4
CCCCNC(=O)c1ccc2c(c1)N(CC)C(=O)CS2,-14.2
Cc1ccc(N(O)C(=O)OCCNC(=O)Nc2ccccc2)cc1,-3.6
CC1CCN(CCCCOc2ccc(F)cc2)CC1,-5.0
O=C(NC1CCCCC1)C(c1cccs1)N(Cc1cccs1)C(=O)c1ccco1 (stereo not drawn),-7.9
Cc1cc(NC(=O)CSc2nnc(-c3ccco3)n2Cc2ccccc2)no1,0.2
Cc1ccc(-c2nn(C)c(=O)c3ccccc23)cc1S(=O)(=O)NCCO,-15.5
CCOC(=O)N1CCN(Cc2nc3c(c(=O)n(C)c(=O)n3C)n2Cc2cccc(C)c2)CC1,4.6
CC1(C)CC(=O)c2cnc(NC(=O)CSc3nc4ccccc4o3)nc2C1,4.2
CSc1nc(Oc2ccc(F)cc2F)cc(C(F)(F)F)n1,3.8
CCS(=O)(=O)c1ccc(C(=O)Nc2ccccc2)c(Cl)c1Cl,-5.3
Cc1cc(OCC(=O)C(C)(C)C)c2c(C)c(C)c(=O)oc2c1,-4.1
CSc1ccc2[nH]c(=O)cc(C)c2c1,-0.4
Cc1cc2nncn2c(Cc2ccccc2)n1,2.6
CCN(CC)c1ncn(Cc2c(Cl)cccc2Cl)c2ncnc1-2,2.8
c1ccc(-c2csc(Nc3cccnc3)n2)nc1,45.4*
O=C(Cc1ccc(S(=O)(=O)N2CCOCC2)s1)Nc1ccc(S(=O)(=O)N2CCCCC2)cc1,-9.4
CC(=O)c1c(C)nn(C(C)CC(=O)O)c1C (stereo not drawn),2.2
CCOCCCNc1ncnc2c1[nH]c1ccccc12,0.5
Cc1ccc(O)c(CNn2cnnc2)c1,19.8
Cc1cccc(Nc2nc(N)nc(CN3CCN(C)CC3)n2)c1,12.7
c1ccc(CN2CCN(C(c3ccccc3)c3nnnn3Cc3ccccc3)CC2)cc1 (stereo not drawn),-0.2
C=CCSc1nc2sc(-c3ccccc3)cc2c(=O)n1N,-2.4
CCN(CC)c1ncc(C)c(=O)[nH]1,11.4
Cc1cc(C)n(C(=O)c2ccc(NC(=O)CC(C)C)cc2)n1,-19.1
COC(=O)C(C(=O)OC)=C(/C=C/C=C/N(C)C)N(C)C,-4.1
CCOC(=O)CSc1nc2c(c(=O)n(C)c(=O)n2C)n1CCCc1ccccc1,-9.3
Cc1nn(-c2ccccc2)c(Cl)c1C1C(C#N)=C(N)Oc2c1c(C)nn2-c1ccccc1 (stereo not drawn),7.2
COc1ccccc1N/C(N)=N/c1nc(CSc2ccc(C)cc2)cc(=O)[nH]1,-0.9
CCC1CCCCN1S(=O)(=O)c1ccc(NC(=O)c2cccs2)cc1 (stereo not drawn),0.0

(list continues)
SMILES,ARNT TACC3 PPI
CCOc1cccc(C(=O)Nc2cccc(-c3nnc(-c4ccc(C)cc4)o3)c2)c1,11.2
O=C(Nc1ccc2c(c1)OCO2)C1CC(c2ccccc2Cl)=NO1 (stereo not drawn),-10.4
COc1ccc(C(=O)Nn2cnnc2)c(OC)c1,2.5
Cc1nnc(NC(=O)c2cccc(NC(=O)C(C)C)c2)s1,-11.3
COc1ccc(-c2noc(CSc3nc4ccccc4c(=O)n3-c3ccccc3)n2)cc1OC,-9.3
COC(=O)c1ccc(NC(=O)COC(=O)CSc2nc(C)cc(C)n2)cc1,-32.2
CCn1nc(C)c(NC(=O)CCSc2nc(-c3ccco3)cc(C(F)(F)F)n2)c1C,22.8
CCOC(=O)c1ccc(NC(=O)c2cc(S(=O)(=O)N3CCOCC3)ccc2O)cc1,-5.9
O=c1[nH]cnc2cc(Cl)ccc12,-8.6
CC1CCCC(C)N1C(=O)CSc1nnc(COc2ccccc2)n1-c1ccccc1 (stereo not drawn),-8.0
Cn1c(SCc2nc3ccccc3[nH]2)nnc1-c1ccccn1,18.6
COc1ccc(N/C=C2/CCCCC2=O)cc1,2.2
O=C(O)CSc1ncnc2sc3c(c12)CCC3,-3.2
Cc1c(C#N)c2ncnc(N)c2n1-c1ccccc1,1.4
CCN(CC)c1nc(Nc2ccc(Cl)cc2)nc(OCC#N)n1,-6.9
COc1ccc(CNC(=O)CSc2nnc(C)s2)cc1,1.0
Cc1ccc(S(=O)(=O)/N=S(\C)CC2CC2(Cl)Cl)cc1 (stereo not drawn),-6.8
CC(C)NS(=O)(=O)c1ccc(OCC(=O)NCc2ccccc2)cc1,-3.1
Cc1nn(Cc2ccccc2)c2c1C(c1cccc(Cl)c1)C(C#N)=C(N)O2 (stereo not drawn),5.1
CCOC(=O)c1c(NC(=S)Nc2ccccc2)sc2c1CCN(C)C2,1.4
CCOC(=O)c1c(NC(=O)CSc2nncs2)sc(C)c1C,-28.9
Cc1[nH]nc2c1C(c1ccccc1F)CC(=O)N2 (stereo not drawn),-2.5
CCc1nc2ccccc2n1CC(O)COc1ccc(NC(C)=O)cc1 (stereo not drawn),-8.4
CCN1CCN(Cc2ccc(NC(=O)Nc3ccc(SC)cc3)cc2)CC1,7.5
O=C1CC(SC(=Nc2ccccc2)Nc2ccccc2)C(=O)N1c1ccc(Cl)cc1 (stereo not drawn),2.3
COC(=O)c1cc2ccc(OC)c(OC)c2c(=O)s1,23.2
C=CCOC(=O)C1=C(C)OC(N)=C(C#N)C1c1ccoc1 (stereo not drawn),3.2
CN(CC(=O)Nc1cccnc1)S(=O)(=O)c1ccccc1,-3.7
O=C(NCCc1c[nH]c2ccccc12)c1cc(S(=O)(=O)N2CCCCC2)ccc1N1CCOCC1,2.3
OC(COCC(F)(F)C(F)(F)C(F)(F)C(F)F)Cn1c2ccc(Cl)cc2c2cc(Cl)ccc21 (stereo not drawn),-5.2

3 compounds from above, ordered by the number in ARNT TACC3 PPI, smallest number first:
SMILES,ARNT TACC3 PPI
CC1CCCN(C(=O)CSCC(=O)N=c2sc3ccccc3n2C)C1 (stereo not drawn),3.3
CCn1nc(C)c(NC(=O)CCSc2nc(-c3ccco3)cc(C(F)(F)F)n2)c1C,22.8
COC(=O)c1cc2ccc(OC)c(OC)c2c(=O)s1,23.2

Next section
SMILES,ARNT TACC3 PPI
O=C(NCCCO)c1nnc(Cc2c(F)cccc2Cl)o1,-1.0
CC(=O)c1c(C)[nH]c(C(=O)OCC(=O)N2CCc3ccccc32)c1C,17.0
COC(=O)C1=C(CSc2nc3c(cc2C#N)CN(C)CC3)OC(N)=C(C#N)C1c1ccccc1F (stereo not drawn),-2.9
CCOc1nc(CC)nc(NC(=O)NS(=O)(=O)c2ccccc2Cl)n1,-9.8
CC(C(=O)Nc1nccs1)N1C(=O)C2CC=CCC2C1=O (stereo not drawn),-1.5
O=C(Nc1ccc2c(c1)OCO2)c1ccc2nc[nH]c2c1,9.1
CCC1(C)Cc2ccccc2-c2c1c(=O)n(Cc1ccccc1)c1nnnn21 (stereo not drawn),1.0
Cn1ccnc1C(O)c1ccc(OCc2ccccc2)cc1 (stereo not drawn),2.2
CCCOC(=O)CCCC[C@H]1SC[C@@H](NC(=O)OC)[C@H]1NC(=O)OC,19.9
CCOC(=O)c1cnc(SC)nc1Sc1ccc(Cl)cc1Cl,1.6
Cc1c(Cl)cccc1NC(=S)NNc1ncc(C(F)(F)F)cc1Cl,24.6
CCC(=O)N1c2ccc(S(=O)(=O)CCC(=O)N3CCN(c4ccccc4)CC3)cc2CC1C (stereo not drawn),0.5
CC(C)Oc1nc(-c2ccccc2O)nc2ccccc12,4.0
CCn1c(C)cc(/C=C2\SC(=O)N(CC(=O)Nc3ccc(C)c(C)c3)C2=O)c1C,-4.3
Oc1ccc(Cl)cc1C(C#Cc1ccccc1)N1CCOCC1 (stereo not drawn),0.5
COc1ccc(S(=O)(=O)Nc2ccccc2OC)cc1C,-10.9
O=C(Nc1ccc2c(c1)OCO2)Nc1ccc(Cl)cc1Cl,0.4
O=C(NCCC1=CCCCC1)C1CCN(c2nc3ccccc3o2)CC1,-11.2
Cn1cnnc1SCc1ccc(C(=O)O)cc1,-2.7
CCCc1cc(C(=O)Cc2ccc(F)cc2)c(O)cc1O,-4.2
C[C@@]12C(=O)Nc3ccc(Br)cc3C(=O)N1[C@H]1c3ccccc3OC[C@@H]1[C@@H]2c1ccccc1,-2.3
Cc1ccc(S(=O)(=O)N2CC3CCC2C3)cc1 (stereo not drawn),-8.1
[2H]c1c([2H])c([2H])c(C(=O)c2sc(N3CCCCCC3)nc2-c2ccccc2)c([2H])c1[2H],3.0
Cc1c[nH]c2ccccc12,-0.2
CN(C(=O)OCc1ccccc1)C(CC(N)=O)C(=O)O (stereo not drawn),-2.6
Cc1c(NS(=O)(=O)N2CCCC2)c(=O)n(-c2ccccc2)n1C,-11.2
CN1/C(=C/C(=O)c2cccs2)Sc2ccccc21,-8.8
COc1ccc(OC)c(S(=O)(=O)N2CCC(C(=O)Nc3cccc(C(F)(F)F)c3)CC2)c1,2.3
O=C1C2(c3ccccc3)CN(CCO)CC1(c1ccccc1)CN(CCO)C2,-1.4
O=C(Nc1nccs1)c1sc2ccccc2c1Cl,30.1

Look-ups from the results shown.
Reading of C[C@@]12C(=O)Nc3ccc(Br)cc3C(=O)N1[C@H]1c3ccccc3OC[C@@H]1[C@@H]2c1ccccc1 in ARNT TACC3 PPI: -2.3
Reading of CCc1nc2ccccc2n1CC(O)COc1ccc(NC(C)=O)cc1 (stereo not drawn) in ARNT TACC3 PPI: -8.4
Reading of Cc1nn(Cc2ccccc2)c2c1C(c1cccc(Cl)c1)C(C#N)=C(N)O2 (stereo not drawn) in ARNT TACC3 PPI: 5.1
Reading of Cc1cccc(Nc2nc(N)nc(CN3CCN(C)CC3)n2)c1 in ARNT TACC3 PPI: 12.7

(continued)
SMILES,ARNT TACC3 PPI
CCOc1ccc(C(=O)C(c2ccccc2)N2CCOCC2)cc1 (stereo not drawn),7.6
CCOC(=O)COc1ccc2c(c1)C(=O)CC1(CCCCC1)O2,-12.7
COc1ccc(C[C@@H]2OC3(C=CC(=O)C=C3)O[C@H]2Cc2ccc(OC)cc2)cc1,-6.6
Cc1cc(=O)n2[nH]c(SCc3ccccc3)nc2n1,-3.1
CC(=O)C1=C(C)NC(SCC(N)=O)=C(C#N)C1c1cccnc1 (stereo not drawn),5.9
O=C(C1CCCCC1)N1CCCc2ccccc21,1.2
Cc1ccc(S(=O)(=O)NC(=NC2CCCCC2)c2ccc(Cl)cc2)cc1,-6.0
Cc1ccc(N(CC(=O)N2CCc3ccccc32)S(=O)(=O)c2cccs2)cc1,4.4
CCCc1cc(C(=O)NNC(=S)NCc2ccccc2)cs1,-12.0
CN1CCN(S(=O)(=O)c2ccc(NC(=O)C3CCCCC3)cc2)CC1,-2.4
CC1CCCCN1c1nnc(N)s1 (stereo not drawn),-4.7

Part of the list above in order of formula weight, rising.
SMILES,ARNT TACC3 PPI
Cc1cc(=O)n2[nH]c(SCc3ccccc3)nc2n1,-3.1
CC(=O)C1=C(C)NC(SCC(N)=O)=C(C#N)C1c1cccnc1 (stereo not drawn),5.9
CN1CCN(S(=O)(=O)c2ccc(NC(=O)C3CCCCC3)cc2)CC1,-2.4
